GSIS activator: GLuc luminescence reporter in INS-1E cells, primary screen for activators of glucose-dependent secretion of insulin; activation, % at 16.6 µM; actives 0.61% (n = 370,000); INS-1E GLuc reporter insulin secretion, 2-3 h;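 active = lowest replicate activation of at least 40%, so every replicate reaches that level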;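 also: 0% = median of neutral control wells and 100% = median of IBMX positive control wells; some compounds called inactive have numbers as strong as hits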
ERp5 block: ERp5 (human) disulfide isomerase inhibition | ERp5 insulin aggregation, absorbance 650 nm, 90 min | inhibition, % at 9.99 µM | actives 0.05% (n = 350,000) | AID 651711;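 active = mean replicate inhibition above about 25%, with every replicate also reaching it, limit read from the data, passing the limit was not always enough; inconclusive = only one of those two criteria met; inactive = neither criterion met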
Target sequence (Q15084 whole entry, looked up): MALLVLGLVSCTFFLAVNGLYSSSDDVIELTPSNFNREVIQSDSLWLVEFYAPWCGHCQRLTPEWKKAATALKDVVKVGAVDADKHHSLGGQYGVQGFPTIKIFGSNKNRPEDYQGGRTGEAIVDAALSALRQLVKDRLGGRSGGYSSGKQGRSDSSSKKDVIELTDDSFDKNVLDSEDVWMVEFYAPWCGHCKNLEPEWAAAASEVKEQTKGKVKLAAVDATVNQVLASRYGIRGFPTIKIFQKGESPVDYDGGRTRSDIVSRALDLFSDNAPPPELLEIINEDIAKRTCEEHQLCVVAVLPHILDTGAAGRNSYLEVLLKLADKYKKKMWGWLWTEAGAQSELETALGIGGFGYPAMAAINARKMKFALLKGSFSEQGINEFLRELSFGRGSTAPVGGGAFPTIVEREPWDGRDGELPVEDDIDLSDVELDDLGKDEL
DENV2 CPE: DENV2-induced cell death inhibition | DENV2-infected cells, cytopathic effect rescue, plate reader | CPE inhibition, % at 9.99 µM | actives 1.7% (n = 350,000); in the data active = CPE inhibition above about 20%, passing the limit was not always enough; inconclusive = no clear call, values can overlap the other calls; tested in BHK-21 cells;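 also: 0% = median of neutral control wells and 100% = median of positive control wells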
EWS-Fli inh: blocks EWS/Fli oncoprotein-driven transcription; A673 NR0B1-luciferase reporter, viability-normalised; inhibition, % at 12.6 µM; actives 0.67% (n = 350,000); AID 651661;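 active = mean inhibition of at least 50% after viability correction, with every replicate also passing that limit; inconclusive = mean reaches 50% but only one of two replicates passes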;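 also: firefly luciferase signal divided by Alamar Blue viability fluorescence both relative to DMSO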
XiGFP reactiv: reactivates the inactive X chromosome in mouse fibroblasts. XiGFP mouse fibroblasts, % GFP-positive cells imaging, 3 d; cells co-treated with 5-aza-dC sensitizer; scaled so ellipticine positive control = 100%. activation, % at 7.58 µM. actives 0.055% (n = 360,000). AID 743238;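 active = mean normalized replicate activation at least 10% and every replicate at or above 10%; inconclusive = only one of the two criteria met; inactive = mean below 10% and not all replicates reach 10%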;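 also: 0% = median of on-plate neutral control wells and 100% = ellipticine 6 µM median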
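assay system = SV40-immortalized XiGFP fibroblast cells, line 68-5-11 | buffer or medium = DMEM plus 5-aza-dC sensitizer | doses = single-point pinned compound dosing | times = 3-day compound exposure, then 15 min fixation at room temperature | benchmarks = positive control ellipticine, 6 µM final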
ARNT-TACC3 inh: disrupts binding between human ARNT and TACC3; AlphaScreen His-ARNT PAS-B/GST-TACC3 binding, luminescence; TACC3 fragment carries E629A point mutation; inhibition, % at 9.99 µM; actives 0.66% (n = 390,000);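 active = mean inhibition of replicates at least 50% and at least half of replicates each reaching 50%; inconclusive = half or more replicates reach 50% but mean below 50%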;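 also: 0% = complete ARNT plus TACC3 wells and 100% = ARNT alone without TACC3; many hits fall short of the cut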
PAX8 reporter: lowers PAX8-driven luciferase in RMG-I cells | actives 1.2% (n = 360,000) | inhibition, % at 12.6 µM | AID 652154 | RMG-I TPO-luciferase reporter, SteadyGlo, 24 h;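 active = mean replicate inhibition at least 60% with every replicate also reaching 60%; inconclusive = only one of the two criteria is met; inactive = mean below 60% and not all replicates reaching 60%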;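 also: luciferase light reporting Pax8 driven TPO promoter activity; plate controls were median of neutral control wells for no effect and mitoxantrone controls for full effect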
CFTR F508del cor: CFTR F508del correction in bronchial cells | CFBE cells, YFP halide quenching; stimulated with forskolin plus potentiator P3; % fluorescence drop versus neutral controls | activity (quench increase), % at 7.58 µM | actives 0.36% (n = 350,000) | AID 720511;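 active = mean added fluorescence quench of at least 8% versus neutral control, with both replicates also reaching 8%; inconclusive = only one of the mean or replicate conditions met; inactive = mean below 8% and not both replicates reaching 8%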;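 also: cells transiently co-express mutant CFTR-F508del with the halide-sensitive YFP; corrector assay measuring rescue of mutant channel to the surface after 24 h compound exposure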
Numbers without * were called inactive; ? = inconclusive; · = not tested or not shown.

SMILES	XiGFP reactiv	CFTR F508del cor	EWS-Fli inh	ARNT-TACC3 inh	ERp5 block	GSIS activator	DENV2 CPE	PAX8 reporter
C[C@@H]1CN([C@@H](C)CO)C(=O)c2cc(NS(=O)(=O)c3ccc(Cl)cc3)ccc2O[C@@H](C)CCCCO[C@@H]1CN(C)Cc1ccc(C(F)(F)F)cc1	-0.1	-1.4	9	-7	4	-30	8	-16
COc1ccc(Cc2c(C3CCCCC3)nc3cc(C)c(Br)c(C)n23)c(C)c1	-0.1	1.5	-8	·	-2	1	-19	-16
NC(=O)N/N=C1\CCS(=O)(=O)c2ccc(F)cc21	0.1	-1.2	9	-3	-15	8	7	0
CC(C)C(OC(=O)c1ccco1)C(=O)NCc1ccc2c(c1)OCO2 (stereo not drawn)	0.0	-1.3	-15	-2	0	3	-4	12
CC(C)N1CN=C(Nc2nc3ccccc3o2)NC1	0.0	1.1	-37	9	2	-3	-1	-63
CCNC(=O)c1cc2c(c(-c3cccc(-c4cccc(F)c4)c3)n1)[C@H](CCO)N([S@@](=O)C(C)(C)C)C2	0.1	-0.8	24	27	-1	-4	4	24
COc1cc(NC(=O)CSc2nc3[nH]c(=O)cc(O)c3s2)cc(OC)c1OC	0.0	-1.7	-4	7	-7	8	-13	7
O=C1CN(C(=O)COC(=O)c2ccccc2Br)c2ccccc2N1	0.1	0.7	-4	-1	·	0	-5	-2
CC(=O)Nc1ccc(NC(=O)C(C)OC(=O)C2(c3ccc(F)cc3)CCCC2)cc1 (stereo not drawn)	0.0	2.8	7	0	1	-44	-5	56
CCCN(C)C[C@H]1OCCCC[C@@H](C)Oc2ccc(NS(=O)(=O)c3c(C)noc3C)cc2C(=O)N([C@@H](C)CO)C[C@H]1C	0.0	-0.3	-10	·	-1	2	12	-26
O=C(Cc1ccc(Cl)cc1)NCC(=O)N1CCCCCC1	0.0	1.4	7	-4	1	16	-4	0
CC(=O)Nc1ccc(S(=O)(=O)NNc2ccc([N+](=O)[O-])cc2)cc1	0.0	-4.3	6	1	1	-14	4	3

Remaining list, next part.
SMILES	XiGFP reactiv	CFTR F508del cor	EWS-Fli inh	ARNT-TACC3 inh	ERp5 block	GSIS activator	DENV2 CPE	PAX8 reporter
CCOc1cccc(NC(=O)c2ccc(S(=O)(=O)N(C)C)cc2)c1	-0.1	1.7	2	-4	5	-5	-5	10
O=S(=O)(c1ccc(NC(=S)NN=C2CCCCC2)cc1)N1CCOCC1	0.0	-1.7	6	-2	-4	4	2	15
NC(=O)CC(NC(=O)Cc1ccc(Br)cc1)c1ccc(NCCc2ccc(F)cc2)c([N+](=O)[O-])c1 (stereo not drawn)	0.1	1.7	-8	0	4	-5	-15	25
CCCNC(=O)N1[C@@H](C#N)[C@@H](c2ccccc2)[C@@H]1CO	-0.1	0.4	-4	2	-9	3	-14	17
COc1ccc(-c2noc(CN(C)C(=O)CCN3C(=O)[C@H]4CC=CC[C@H]4C3=O)n2)cc1	0.0	-0.5	·	9	6	1	6	0
COc1ccccc1NC(=O)CCCCC(=O)Nc1ccccc1OC	0.0	0.7	3	-2	1	17	6	1
CCCN(CC(=O)Nc1ccccc1C)C(=O)COc1ccc2c(c1)CCC2	0.3	-1.3	-8	-1	4	-12	9	14
CN1CCN(C(=O)c2ccccc2N(Cc2ccccc2)S(=O)(=O)c2ccccc2)CC1	·	-2.9	21	-9	-7	-2	2	·
CCC(=O)NC(=S)Nc1ccc(N2CCOCC2)cc1	0.0	-1.4	-61	-1	-28	-4	0	-75
O=C(NCCC(=O)N1CCC2(CC1)NCCc1[nH]cnc12)c1ccc(Br)cc1	0.0	-0.1	4	-4	4	0	5	9
COc1ccc(CNC(=O)C[C@H]2C[C@H](C(=O)N3CCOCC3)[C@@]3(C)c4[nH]c5cc(-c6ccco6)ccc5c4CCN3C2=O)cc1OC	0.0	-2.6	1	1	-11	-6	5	15
C[C@@H]1CN([C@H](C)CO)C(=O)c2cc(NC(=O)CCC(F)(F)F)ccc2O[C@@H]1CN(C)S(=O)(=O)c1cn(C)cn1	0.0	0.9	6	-14	-2	4	-7	·

The list continues.
SMILES	XiGFP reactiv	CFTR F508del cor	EWS-Fli inh	ARNT-TACC3 inh	ERp5 block	GSIS activator	DENV2 CPE	PAX8 reporter
COc1ccccc1OCC(=O)Nc1cc(C(F)(F)F)ccc1-n1cncn1	0.3	0.7	6	0	-9	3	-6	-3
COc1ccc(S(=O)(=O)N(C)C[C@@H]2Oc3ccc(NC(=O)C4CCCCC4)cc3C(=O)N([C@H](C)CO)C[C@H]2C)cc1	-1.2	-1.8	-4	-10	4	-9	1	·
CC(C)(C)CNC(=O)C1(C)CCN1C(=O)C1(c2ccccc2)CC1 (stereo not drawn)	0.2	1.6	3	·	-2	·	-6	-17
COc1ccc(CNC(=O)C2CCC(=O)N(C3CCCCCC3)C2)c(OC)c1 (stereo not drawn)	0.2	0.7	-13	·	6	-7	11	-2
Cc1cccnc1C(NC(=O)C1CCN(CCCOc2ccccc2)CC1)c1ccc(F)cc1 (stereo not drawn)	0.3	3.4	6	·	-2	·	-3	11
Cc1ccccc1C(=O)NC(=S)Nc1ccc(Cc2ccncc2)cc1	-0.1	·	·	-8	·	-4	·	10
COc1ccc(S(=O)(=O)Nc2ccc3c(c2)C(=O)N([C@H](C)CO)C[C@@H](C)[C@@H](CN(C)C(=O)NC2CCCCC2)O3)cc1	0.5	-4.1	-16	-8	2	4	?	·
CCN1[C@@H]2Cn3c(ccc(C4=CCCC4)c3=O)[C@H]1[C@@H](C(=O)N[C@@H](C)c1ccccc1)[C@@H]2CO	-0.1	0.4	0	3	15	0	2	-8
CC(=O)Oc1ccc(N(C(C)=O)S(=O)(=O)c2ccccc2)c2ccccc12	0.0	-1.7	-4	·	1	·	8	-2
COc1ccccc1CNC(=O)COC(=O)C12CC3CC(CC(O)(C3)C1)C2	0.1	1.2	6	1	-2	-2	0	-12
COc1ccc(CCc2cc(OC)c(OC)c(OC)c2)cc1	0.0	6.5	24	-7	20	-19	-4	11
Cn1ccc(C(=O)Nc2ccc3c(c2)OCCO3)n1	0.0	1.2	·	-4	2	23	?	-128

Additional records follow:
SMILES	XiGFP reactiv	CFTR F508del cor	EWS-Fli inh	ARNT-TACC3 inh	ERp5 block	GSIS activator	DENV2 CPE	PAX8 reporter
COc1ccc(-c2ccc(=O)[nH]n2)cc1	·	0.7	10	0	3	22	4	·
COc1ccc(C2NC(=O)CCC2[N+](=O)[O-])c(OC)c1 (stereo not drawn)	0.2	-4.5	-5	-4	5	-6	11	-1
C[C@H]1CN([C@@H](C)CO)C(=O)c2cc(NC(=O)Cc3cn(C)c4ccccc34)ccc2O[C@H]1CN(C)Cc1ccc(Oc2ccccc2)cc1	-0.1	-0.3	13	12	3	-23	10	·
COC(=O)C1=C(C)N(Cc2ccc(C(F)(F)F)cc2)C(=NCc2ccccc2)NC1c1ccc(C(F)(F)F)cc1 (stereo not drawn)	1.1	5.6	43	·	6	460*	-5	84*
COc1cc(S(=O)(=O)NCCCn2ccnc2)ccc1Cl	0.0	2.0	-7	-4	2	32	-2	19
COCCCNC(=O)c1ccc(OC)c(OC2CCN(C(C)C)CC2)c1	0.0	-7.4	2	-22	3	-4	-4	-8
O=C(CN1CCOCC1)Nc1ccc(F)cc1	0.1	-1.5	2	-22	2	14	-4	24
CC(=O)N/C(=C/c1ccc(OS(=O)(=O)c2ccc(C)cc2)cc1)C(=O)NCCO	0.0	0.1	1	-1	5	-1	·	9
C=C1C(C(=O)Nc2ccc(OC)cc2)C1C(=O)Nc1ccc(OC)cc1 (stereo not drawn)	-0.1	2.1	10	-9	0	25	-6	-17
CCn1cc(/C=C(\NC(=O)c2ccccc2OC)C(=O)N2CCOCC2)c2ccccc21	0.2	3.5	5	·	5	4	-4	18
COc1ccc(NC(=O)Nc2ccc3c(c2)C(=O)N([C@@H](C)CO)C[C@@H](C)[C@@H](CN(C)Cc2ccc4c(c2)OCO4)OCCCC[C@@H](C)O3)cc1	-0.9	2.7	-6	11	0	-20	34*	10
CCOc1ccc(CC(=O)OCn2nnc3ccccc3c2=O)cc1	0.7	0.2	0	-3	-4	7	8	2

Further records follow:
SMILES	XiGFP reactiv	CFTR F508del cor	EWS-Fli inh	ARNT-TACC3 inh	ERp5 block	GSIS activator	DENV2 CPE	PAX8 reporter
CCOC(=O)c1c(CSc2nc(C)cc(C)c2C#N)n(C)c2cc(Br)c(OC(C)=O)cc12	0.1	-15	-4	4	·	-47	·	10
COC(=O)CN1CC(=O)N(c2ccccc2)C1=S	0.0	1.1	13	-5	-5	·	2	11
C[C@H](CO)N1C[C@H](C)[C@@H](CN(C)Cc2ccc(C(F)(F)F)cc2)Oc2ccc(NC(=O)Cc3cn(C)c4ccccc34)cc2CC1=O	-0.9	-3.8	16	-7	-4	1	12	50
COc1cccc(NC(=O)N(C)C[C@@H]2Oc3cc(C#Cc4ccccc4)ccc3S(=O)(=O)N([C@H](C)CO)C[C@@H]2C)c1	-1.2	3.1	16	3	0	1	5	26
CC1=C(C(=O)OCc2ccccc2)C(c2ccccc2OS(=O)(=O)c2ccc(C)cc2)NC(=O)N1CCCC(=O)O (stereo not drawn)	0.1	0.1	-8	·	-1	-13	-7	13
COC(=O)c1cc(S(=O)(=O)NCc2cccc(OC)c2)cn1C	0.5	5.1	-5	·	-1	13	4	-7
C[C@H]1CN([C@@H](C)CO)C(=O)c2ccccc2-c2ccccc2CO[C@H]1CN(C)C(=O)Nc1ccccc1C(F)(F)F	0.7	2.1	-5	4	-2	2	2	-24
CSc1ccc(S(=O)(=O)NCC(=O)OCC(=O)NCc2ccco2)cc1[N+](=O)[O-]	0.5	0.1	3	0	1	3	-3	5
CC(C)NC(=O)N(C)C[C@H]1Oc2ccc(NC(=O)CCCN(C)C)cc2C(=O)N([C@H](C)CO)C[C@@H]1C	0.3	-2.4	5	-3	1	14	0	2
COc1ccccc1-c1nc2ccccc2nc1-c1ccccc1	-0.1	-1.7	-18	4	-3	-21	-3	-23
COc1ccc(-c2cc3c(=O)n(CC(=O)N4CCCC4)ncn3n2)cc1	0.0	0.3	·	-2	5	-2	3	-13
O=C(O)CCNS(=O)(=O)c1cccc2nsnc12	0.8	1.4	2	0	4	25	-1	-15

New compounds follow:
SMILES	XiGFP reactiv	CFTR F508del cor	EWS-Fli inh	ARNT-TACC3 inh	ERp5 block	GSIS activator	DENV2 CPE	PAX8 reporter
O=C(COc1ccccc1[N+](=O)[O-])N1CCN(S(=O)(=O)c2ccccc2)CC1	0.3	1.0	0	0	-2	7	·	16
C[C@@H]1CN([C@@H](C)CO)C(=O)c2cc(C#CC3CCCCC3)cnc2O[C@@H]1CN(C)C(=O)Nc1ccccc1	-0.3	-1.9	12	3	-1	-6	-2	16
Cc1csc2nc(CNS(=O)(=O)N(C)C)cn12	-0.1	-2.1	-5	3	-1	1	2	-12
O=C(NCCCO)C(=O)c1c(-c2ccccc2)cc2ccccn12	0.0	0.4	7	1	-2	1	-1	8
CN(Cc1ccccc1F)c1cc2c(c3c1ccn3C)C1CCC2O1 (stereo not drawn)	-0.1	1.1	-13	·	-1	-4	1	18
O=C1CSC(c2cccs2)N1c1nncs1 (stereo not drawn)	0.0	-4.5	-2	·	3	16	-5	3
COc1ccccc1-c1ccc2c(c1)O[C@H](CN(C)CC1CC1)[C@H](C)CN([C@@H](C)CO)S2(=O)=O	0.3	-1.7	6	·	·	0	·	·

Screening results deposited in PubChem BioAssay by Broad Institute.
